AmpC det inh – AmpC beta-lactamase inhibition, detergent assay; purified AmpC, nitrocefin hydrolysis with detergent; Potency, µM (top dose mostly 28.7 µM), inactives show top-dose activity change, negative = inhibition; actives 0.09% (n = 71,000); P00811; AID 584; active = well fitted curve in the direction sought with a large enough effect
Target sequence (P00811 whole entry, looked up): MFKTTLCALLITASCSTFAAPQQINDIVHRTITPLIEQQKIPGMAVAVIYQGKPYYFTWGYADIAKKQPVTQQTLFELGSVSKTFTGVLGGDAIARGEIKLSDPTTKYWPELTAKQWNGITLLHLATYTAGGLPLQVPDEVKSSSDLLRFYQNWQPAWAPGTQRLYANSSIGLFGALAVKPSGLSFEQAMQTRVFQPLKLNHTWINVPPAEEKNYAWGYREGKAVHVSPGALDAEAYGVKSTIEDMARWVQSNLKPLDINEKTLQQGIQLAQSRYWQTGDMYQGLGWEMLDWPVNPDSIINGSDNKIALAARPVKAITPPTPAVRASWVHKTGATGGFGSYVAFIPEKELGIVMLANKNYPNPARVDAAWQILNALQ
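E. coli AmpC (5.3 nM) in 20 mM phosphate pH 7.0 with 0.01% Triton X-100, preincubated 15 min RT with compound; nitrocefin (2 uL of 800 uM stock) hydrolysis followed by 480 nm absorbance every 20 s over 4 min.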
* hit, by the source's call; & = joins results of further samples; [ ] = remark or other dose. % is set by controls: 0 for no effect and ±100 for the full control effect; potency is the fitted concentration of half-maximal effect. This is a subset; count on the stated rates, not on these rows.

SMILES	AmpC det inh
COC(=O)c1sc(NC(=O)c2csc3c2CCCC3)nc1C	-0.9%
CCOC(=O)C(NC(=O)CC(C)C)(Nc1cc(C)on1)C(F)(F)F (stereo not drawn)	-1.2%
c1ccc(C[C@@H](Nc2cccnc2)c2ccccc2)cc1	-4.6%[5.75 µM]
Cn1c(-c2nonc2NC(=O)c2ccc(C(C)(C)C)cc2)nc2ccccc21	13.2%
CCCn1c(NCc2ccco2)nc2ccccc21	-2.3%
COc1ccc(C(=O)CSc2nnc(C(CO)NC(=O)c3ccc(OC)cc3)n2C)cc1 (stereo not drawn)	-5.0%
CCOC(=O)c1cnc2sc3c(n2c1=O)CCCC3	-2.5%
CCOc1ccc(N2CC(C(=O)NCCc3ccc(OC)c(OC)c3)CC2=O)cc1 (stereo not drawn)	-1.8%
O=C(CCc1ccccc1)Nc1nc2n(n1)C(c1ccc(Cl)cc1)CC(=O)N2 (stereo not drawn)	-3.9%
CCOCc1cc(C2NC(=O)NC(C)=C2C(=O)OCC)ccc1OC (stereo not drawn)	-0.3%
COc1cccc(C(=O)N(CN2CCCC2=O)c2cc(C)on2)c1	-1.4%
COc1cc(C(=O)NCC(c2cccnc2)N2CCN(c3ccccc3)CC2)cc(OC)c1OC (stereo not drawn)	6.3%
CCN(CCCNC(=O)CC1Oc2ccc(C)cc2NC1=O)Cc1ccccc1 (stereo not drawn)	8.6%
CC(C)(C)OC(=O)NCC(=O)N1CCC(C(=O)O)CC1	-8.2%
O=C(CSc1ncn[nH]1)c1ccco1	15.3%
Cc1onc(-c2ccccc2Cl)c1C(=O)NCc1ccc(N2CCCC2=O)cc1	-1.8%
COC(=O)Cn1c(C)nc2c(sc3nc(C)cc(C)c32)c1=O	-2.1%
COc1ccc2cc3c(N)nn(C(=O)Cc4ccccc4OC)c3nc2c1	10.8%
Cc1ccc(-c2nnn(Cc3nc4ccccc4s3)n2)cc1	-2.4%
NC(N)=NC(N)=Nc1ccccc1 (tested in a mixture with another compound)	-3.2%[5.75 µM]
O=C(CNS(=O)(=O)c1cccs1)N1CCc2ccccc2C1	-0.4%
Cc1cc(C)c2nc(NC3=NCN(CCN4CCOCC4)CN3)nc(C)c2c1	-0.1%
C=C(C)c1cccc(C(C)(C)NC(=O)N2CCN(CC(N)=O)CC2)c1	-2.2%
CCN1C2=NCCCN2c2ccccc21	-0.4%
CCn1c2ccccc2c2nnc(SCC(=O)Nc3ccc4c(c3)OCO4)nc21	-4.8%

6 entries from above in a different format.
SMILES,AmpC det inh
CCCn1c(NCc2ccco2)nc2ccccc21,-2.3%
COC(=O)Cn1c(C)nc2c(sc3nc(C)cc(C)c32)c1=O,-2.1%
COc1cc(C(=O)NCC(c2cccnc2)N2CCN(c3ccccc3)CC2)cc(OC)c1OC (stereo not drawn),6.3%
O=C(CCc1ccccc1)Nc1nc2n(n1)C(c1ccc(Cl)cc1)CC(=O)N2 (stereo not drawn),-3.9%
c1ccc(C[C@@H](Nc2cccnc2)c2ccccc2)cc1,-4.6%[5.75 µM]
CC(C)(C)OC(=O)NCC(=O)N1CCC(C(=O)O)CC1,-8.2%

Next section
SMILES	AmpC det inh
Cc1ccc(-c2ccc(=O)n(CC(=O)NCCN(C)C)n2)cc1	0.2%
CCCCOC(=O)Nc1ccc(C(=O)OC)cc1	5.3%
COc1cc(C(=O)NCc2ccc3c(c2)OCO3)ccc1OCc1c(C)noc1C	-6.6%
Nc1c(C(=O)Nc2ccc([As](=O)(O)O)cc2)cnc2nnnn12	-1.0%[5.75 µM]
O=C(CCCC(=O)OCC(=O)NC1CCCC1)Nc1ccccn1	8.2%
CNc1ncnc2ccc(-c3ccccc3C#N)cc12	12.1%
O=C(Nc1ccccc1)c1ccc(NCC2CCCO2)c(S(=O)(=O)N2CCOCC2)c1 (stereo not drawn)	-2.0%
COc1ccc(C2C3=C(CC(C)(C)CC3=O)Oc3ncn(CCO)c(=N)c32)cc1OC (stereo not drawn)	2.0%
Cn1ncc2c1ncn1nc(COc3ccc4ccccc4c3)nc21	14.7%
Nc1ccn([C@H]2CS[C@@H](CO)O2)c(=O)n1	-2.0%
COc1ccc2c(c1)CN([C@H](C)[C@@H]1CC[C@@H]3[C@H]4CC[C@H]5C[C@@H](O)CC[C@@]5(C)[C@H]4CC[C@]31C)CO2	0.0%[5.75 µM]
COCCn1nnnc1CN1CCN(c2cccc(C(F)(F)F)c2)CC1	0.6%
COc1ccccc1NC(=O)Nc1nc(-c2cccnc2)nc2ccccc12	-0.4%
CCCCN(C)C(=O)c1oc2ccc(S(=O)(=O)N3CCCCCC3)cc2c1C	3.3%
O=C(Nc1ccon1)c1sc2cc(F)ccc2c1Cl	1.6%
CCOC(=O)N1CCC(NC(=O)c2cc(S(=O)(=O)N3CCC4(CC3)OCCO4)ccc2F)CC1	-5.0%
COc1cccc(CNC(=O)C2CCCN(S(=O)(=O)c3cnc[nH]3)C2)c1 (stereo not drawn)	7.0%
CCOC(=O)c1sc(NC(=O)c2ccco2)nc1-c1ccccc1	9.6%
CCOC(=O)c1oc2cc(O)c(CC)cc2c(=O)c1-c1ccc2c(c1)OCCO2	-6.2%
O=C(c1ccccc1F)N1CCN(Cc2cccc(Cl)c2)CC1	-3.7%
CC(=O)Nc1cccc(C)c1	7.9%
CCOc1cc(C2C(C(=O)OC)=C(C)N=C3SCCC(=O)N32)ccc1OC(C)=O (stereo not drawn)	-3.6%
CC(C)CNC(=O)c1ccccc1NC(=O)c1ccc(CN2CCOCC2)cc1	-3.6%
CCc1nnc(NC(=O)CCN2C(=O)CCC2=O)s1	-2.0%
C=CCc1c(C)nn(CC(=O)O)c1-c1ccccc1	-8.1%
Next structures follow.
SMILES	AmpC det inh
CCOC(=O)N1CCN(C(=O)COc2ccc(Br)cc2Cl)CC1	10.5%
O=C(N[C@H](CO)[C@H](O)c1ccc([N+](=O)[O-])cc1)C(Cl)Cl	13.5%
COCCn1c(C(=O)N2CCCC2)cc2c1C[C@H]1CN(C(=O)c3ccccc3)[C@@](Cc3ccc(OC)cc3)(C(=O)OC)[C@@H]21	-2.5%
COc1ccc(N(CC(=O)NCCSC(C)(C)C)S(C)(=O)=O)c(OC)c1	-1.2%
O=C(NCCN1CCOCC1)NC1(C(F)(F)F)Oc2ccccc2O1	1.3%
COc1cc(NS(C)(=O)=O)c(OC)cc1NC(=O)c1ccccc1	-0.9%
c1ccc(-c2nc(NCCCN3CCOCC3)c3ccccc3n2)cc1	17.3%
COc1ccc(S(=O)(=O)N2CCCCC2)cc1C(C)C	-5.6%
CCOc1ccc(N(Cc2cc3cc(OC)ccc3[nH]c2=O)C(=O)C2CCCO2)cc1 (stereo not drawn)	-4.4%
O=c1[nH]c(=O)n(Cc2ccc(F)cc2)c(O)c1C=NCc1cccnc1	0.8%
CCCCn1c(SCC(=O)NCC2CCCO2)nc2ccc(N3CCOCC3)cc2c1=O (stereo not drawn)	17.3%
COC(=O)CC1C(=O)NCCN1C(=O)c1ccccc1 (stereo not drawn)	3.4%
Cc1nc(NC2CCCCC2)c2nc(-c3ccccc3)n(C(C)CN(C)C)c2n1 (stereo not drawn)	10.5%
COc1ccc(CNc2ccnc(-c3cccc(NS(C)(=O)=O)c3)n2)c(OC)c1	-0.4%
COc1ccc(N2CCN(Cc3nc4ccccc4c(=O)[nH]3)CC2)cc1	-3.9%
CC(C)CCNC(=O)C1CCCN(S(=O)(=O)c2ccc(F)cc2)C1 (stereo not drawn)	-2.7%
Cc1nn(Cc2ccccc2)c(C)c1NC(=O)c1cc(-c2ccc3c(c2)OCO3)on1	-3.0%
Cc1cccc(C)c1OCC(=O)Nn1c(C)nc2ccccc2c1=O	-4.0%
C=C(C)Cn1c(SCC)nc2ccccc2c1=O	10.8%
Cn1cccc1C(=O)N1CCC2(CC1)CN(C(c1ccccc1)c1ccccc1)C2	-3.6%
Cc1cc(C)n2nc(SC3CCCCN(C(=O)c4ccc(F)cc4)C3=O)nc2n1 (stereo not drawn)	1.4%
COC(=O)[C@@]1(Cc2ccc(F)cc2)[C@H]2c3cc(C(=O)N4CCCC4)n(CC4CC4)c3C[C@H]2CN1C(=O)c1ccccc1	-1.1%
COc1ccccc1/C=c1\sc2nc(-c3cccs3)nn2c1=O	1.2%
O=C(NCc1cccs1)C1CC(=O)N(c2ccc(F)cc2)C1 (stereo not drawn)	-7.6%
CCNc1ncc2nc(-c3ccc(F)cc3)c(=O)n(C)c2n1	0.0%
(more compounds)
SMILES	AmpC det inh
CN(C)c1ncc2nc(-c3cccs3)c(=O)n(CCc3ccccc3)c2n1	2.2%
COc1ccc(N2CCN(C(=O)c3ccc(OCC4CCCO4)cc3)CC2)cc1 (stereo not drawn)	-2.0%
COc1ccc(Cl)cc1S(=O)(=O)N1CCN(c2ccc(F)cc2)CC1	8.1%
O=C(c1cccnc1)N1CCN(S(=O)(=O)c2ccc(S(=O)(=O)N3CCCC3)cc2)CC1	-1.3%
O=C1CC(=O)N(Cc2ccco2)C(=O)N1	-4.2%
CC1CCN(S(=O)(=O)c2ccc3[nH]c(=O)c(=O)[nH]c3c2)CC1	1.6%
COc1ccccc1OCC(O)Cn1c(=N)n(Cc2ccccc2)c2ccccc21 (stereo not drawn)	-1.8%
Nc1nc(SCc2ccccc2)[nH]c(=O)c1-c1ccccc1	-2.8%
Cc1[nH]nc2c1C(c1cccnc1)N(c1ccc(Br)cc1)C2=O (stereo not drawn)	-0.2%
O=c1cc(N2CCN(c3ccccc3F)CC2)[nH]c(=O)n1-c1ccc(Br)cc1	14.4%
CCn1c(SCC(=O)Nc2ccc3c(c2)OCO3)nc2c1c(=O)n(C)c(=O)n2C	3.8%
O=C(CN(c1ccc2c(c1)OCCO2)S(=O)(=O)c1ccccc1)Nc1ccc2c(c1)OCO2	-1.1%
O=S(=O)(c1ccccc1)N1CCN(Cc2cccc(Cl)c2)CC1	-6.1%
CC1CC(C)CN(c2nc3c(c(=O)n(C)c(=O)n3C)n2C)C1 (stereo not drawn)	10.2%
O=C(CSc1nnc(-c2ccccn2)n1Cc1ccccc1)Nc1ccc2c(c1)OCO2	-1.5%
O=C(Nc1ccccc1C(=O)N1CCN(c2ccccc2)CC1)c1ccco1	-1.6%
COc1ccccc1-n1c(SCC(=O)N2CCCC2)nc2cccnc21	-1.5%
NS(=O)(=O)c1cc2c(cc1Cl)N[C@@H](CC1CCCC1)NS2(=O)=O	-2.6%[12.8 µM]
COc1ccc(CNc2nc3nc(-c4ccccc4)cc(=O)n3[nH]2)cc1OC	21.2%
CCS(=O)(=O)Nc1ccc2c(c1)N(C(C)=O)c1ccccc1CC2	-0.9%
CCOC(=O)c1sc(NC(=O)CSc2nc(-c3ccco3)cc(C(F)(F)F)n2)c(C#N)c1C	0.1%
COCCn1c(=O)c(-c2ccc(OC)cc2)nc2cnc(Oc3ccccc3)nc21	-1.5%
CCCN(CC1CC1)c1nc(C)nc(Nc2c(Cl)cc(Cl)cc2Cl)c1Cl	5.7%&0.9%
CN(C)C(=O)c1ccc(-c2nccc(NCc3cccnc3)n2)cc1	-12.1%
COc1ccc(NC(=O)CN(c2ccc(C)cc2)S(C)(=O)=O)c(OC)c1	-2.0%

Structural class, those above containing a COOH group.
SMILES	AmpC det inh
CC(C)(C)OC(=O)NCC(=O)N1CCC(C(=O)O)CC1	-8.2%
C=CCc1c(C)nn(CC(=O)O)c1-c1ccccc1	-8.1%

The list goes on:
SMILES	AmpC det inh
CCSc1nnc(NC(=O)C2CC=CCC2C(=O)O)s1 (stereo not drawn)	1.8%
NC(=O)Cn1c(S(=O)(=O)Cc2ccccc2)nc2ccccc21	-3.3%
O=C(c1cccc(S(=O)(=O)NCCOc2ccccc2)c1)N1CCN(c2ncccn2)CC1	-1.7%
Cc1oc(-c2ccccc2)nc1C(=O)OCC(=O)NC(=O)NCC(C)C	5.5%
O=C1CC(N2CCC(C(=O)N3CCCCC3)CC2)C(=O)N1 (stereo not drawn)	-7.2%
COc1ccc(-c2nc(CS(=O)(=O)CC(=O)Nc3ccc(Cl)cc3)c(C)o2)cc1	3.8%
COC(=O)c1ccccc1NC(=O)CSc1ccccn1	0.2%
O=C(CCCn1c(=O)oc2ccccc21)Nc1cccnc1	-2.9%
[O-][n+]1onc2c1CCc1nnccc1-2	-1.6%
COC(=O)c1oc2ccc(Br)cc2c1NC(=O)c1ccccc1	3.1%
CCC(C)NC(=O)CCCCCn1c(=O)[nH]c2cc(OC)c(OC)cc2c1=O (stereo not drawn)	-1.6%
CCn1c2ccccc2c2cc(CN3CCN(C(=O)c4ccco4)CC3)ccc21	-5.6%
NC(N)=Nc1ccc(-c2ccc(N=C(N)N)cc2)cc1	-1.0%[5.75 µM]
COc1cccc(-c2cc(NCc3cccnc3)ncn2)c1	7.2%
COc1cccc(C(=O)Nc2nc(-c3ccc(S(=O)(=O)N4CCOCC4)cc3)cs2)c1	-1.9%
C=CCSc1nnc(NC(=O)CSc2ccccn2)s1	-3.4%
COc1ccc(C(=O)NCCn2ccc3ccccc32)cc1	-2.1%
CCOC(=O)c1cc2occc2n1CC(=O)NC1CCCCC1C (stereo not drawn)	-0.9%
COc1cc(C(=O)N2CCC(NC(=O)C(Cc3ccccc3)NC(C)=O)CC2)cc(OC)c1OC (stereo not drawn)	-2.9%
O=C(COc1ccccc1)c1cn(CC(=O)N2CCOCC2)c2ccccc12	0.3%
CCC(C)C(=O)Nc1cc(OC)c(OC)cc1C(=O)O (stereo not drawn)	-4.2%
CC(C)N(C(=O)CSc1nnc(CN2CCCCCC2=O)n1-c1ccccn1)C(C)C	-1.7%
CCCOc1ccc(NC2=CC(=O)CC(C)(C)C2)cc1	0.2%
O=C(c1cc(-c2ccc3c(c2)OCO3)on1)N1CCN(c2ccc(F)cc2)CC1	9.9%
CCCCCCc1c(C[C@H](N)C(=O)O)o[nH]c1=O	-0.6%&-1.3%

4 successive compounds out of the list so far, for reference:
SMILES	AmpC det inh
CC(C)N(C(=O)CSc1nnc(CN2CCCCCC2=O)n1-c1ccccn1)C(C)C	-1.7%
CCCOc1ccc(NC2=CC(=O)CC(C)(C)C2)cc1	0.2%
O=C(c1cc(-c2ccc3c(c2)OCO3)on1)N1CCN(c2ccc(F)cc2)CC1	9.9%
CCCCCCc1c(C[C@H](N)C(=O)O)o[nH]c1=O	-0.6%&-1.3%

Screening results from PubChem BioAssay.
